IMPase inh: qHTS Assay for Identifying the Cell-Membrane Permeable IMPase Inhibitors; Inositol monophosphatase 1 (Rattus norvegicus), P97697; CHO-M1 cells, IP1 accumulation, HTRF TR-FRET ratio; inhibition (IP1 accumulation), % at 46.1 µM; 120,000 tested, under 10 active; active = well fitted curve in the direction sought with a large enough effect in the signal ratio, not every such curve was filed as active; inconclusive = small, poorly fitted or top-dose-only effect, or a change in a side signal; inactive = no such curve, though single readings can be large or run the other way; the % refers to the signal ratio;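 note: cells stimulated with carbachol in lithium chloride buffer; plate controls were DMSO basal wells for no effect and reference inhibitor wells for full effect; higher means more IMPase inhibition seen as more IP1 and lower FRET ratio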
Target sequence (P97697 whole entry, looked up): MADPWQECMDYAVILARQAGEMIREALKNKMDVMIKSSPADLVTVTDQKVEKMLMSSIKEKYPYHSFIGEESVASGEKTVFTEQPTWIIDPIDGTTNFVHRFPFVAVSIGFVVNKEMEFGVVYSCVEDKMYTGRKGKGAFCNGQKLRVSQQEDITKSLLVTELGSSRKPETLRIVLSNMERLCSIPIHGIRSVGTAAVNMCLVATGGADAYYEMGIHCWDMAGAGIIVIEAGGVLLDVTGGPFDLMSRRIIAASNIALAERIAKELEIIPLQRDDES
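CHO-M1, 2000 cells/well, cultured 16–30 h; cpd up to 46 uM; carbachol (50 uM solution, stimulation buffer w/ 50 mM LiCl, pH 7.4), 30 min 37C; IP-One TR-FRET, 10 min RT; Ex 320/Em 665, 620; Hill-fit AC50.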
PNC assembly inh: High Content Assay for Compounds that inhibit the Assembly of the Perinucleolar Compartment; AID 2417, 2010; PC3M PTB-GFP, PNC prevalence imaging, 16 h; hits give low values; activity change (PNC), negative = inhibition, % at 10 µM; actives 3.1% (n = 140,000);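 active = readout at or below -70, meaning at least 70% loss of cells showing the perinucleolar compartment, a nuclear body marking cancer cells; inconclusive = readout between -30 and a set limit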;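 note: plate controls were DMSO wells for no effect and camptothecin positive control wells for full effect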
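Read-out is percentage of cells bearing a perinucleolar compartment, from automated 20x imaging of fixed, Hoechst-stained PC3M PTB-GFP cells. Cells were seeded 4 h, then exposed 16 h to compound (23 nl of library stock) in duplicate plates.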
ALOX15B inhib: qHTS Assay for Inhibitors of 15-hLO-2 (15-human lipoxygenase 2); Polyunsaturated fatty acid lipoxygenase ALOX15B (Homo sapiens), O15296; purified 15hLO-2, xylenol orange hydroperoxide absorbance; Potency, µM (top dose mostly 57.1 µM), inactives show at the highest dose activity change, negative = inhibition, hits mostly inhibitors; actives 0.56% (n = 110,000); AID 881, 2007; note: potency is the fitted concentration of half-maximal effect; nearly all actives have a fitted effect of over 60% in size; many of its hits are not listed in these tables
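Purified human 15hLO-2 (50 nM final) preincubated with compounds 15 min at room temperature in 25 mM Hepes pH 7.5, 0.01% Triton X-100, then 45 uM arachidonic acid added for 90 min; hydroperoxide detected via ferrous/xylenol orange, 573/405 nm absorbance ratio.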
12-hLO inh: qHTS Assay for Inhibitors of 12-hLO (12-human lipoxygenase); Polyunsaturated fatty acid lipoxygenase ALOX12 (Homo sapiens), P18054; purified 12-hLO, xylenol orange hydroperoxide absorbance; Potency, µM (highest dose often 57.1 µM), for inactives: at the top dose activity change, negative = inhibition, usual class: inhibitors; actives 0.12% (n = 150,000); note: potency is the fitted concentration of half-maximal effect; nearly all actives have a fitted effect of over 55% in size; many of its hits are not listed in these tables
Target sequence (P18054 whole entry, looked up): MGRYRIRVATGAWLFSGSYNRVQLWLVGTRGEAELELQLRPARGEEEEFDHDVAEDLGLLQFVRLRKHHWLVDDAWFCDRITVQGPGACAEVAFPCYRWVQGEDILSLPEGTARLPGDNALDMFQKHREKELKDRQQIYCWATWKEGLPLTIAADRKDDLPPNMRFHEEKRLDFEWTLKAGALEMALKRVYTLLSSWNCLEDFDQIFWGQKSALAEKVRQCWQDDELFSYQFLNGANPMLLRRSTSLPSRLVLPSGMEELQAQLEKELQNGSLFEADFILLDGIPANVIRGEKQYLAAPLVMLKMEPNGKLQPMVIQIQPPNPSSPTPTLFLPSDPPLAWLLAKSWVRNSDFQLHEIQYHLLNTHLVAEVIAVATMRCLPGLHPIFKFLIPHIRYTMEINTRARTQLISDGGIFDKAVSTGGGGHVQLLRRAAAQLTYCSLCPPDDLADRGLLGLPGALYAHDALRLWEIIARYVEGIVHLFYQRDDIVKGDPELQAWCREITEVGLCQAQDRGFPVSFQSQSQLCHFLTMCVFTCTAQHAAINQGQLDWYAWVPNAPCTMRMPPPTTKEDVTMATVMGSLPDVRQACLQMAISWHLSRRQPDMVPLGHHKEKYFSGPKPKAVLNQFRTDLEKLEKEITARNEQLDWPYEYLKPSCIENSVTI
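Hydroperoxide formation by human 12-lipoxygenase from 40 uM arachidonic acid was followed colorimetrically via ferric-xylenol orange complex, using the 573/405 nm absorbance ratio. Enzyme concentration was 150 nM, with 30 min reaction at room temperature.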
* hit, by the source's call; [ ] = remark or other dose. Unless noted, calls come from the whole dose curve; as a rule, active = well fitted curve in the direction sought with a large enough effect; inconclusive = small, poorly fitted or top-dose-only effect, or another doubt; inactive = no such curve, though single readings can be large; an effect the other way counts as inactive or inconclusive. Unless noted, % is set by controls: 0 for no effect and ±100 for the full control effect. The list is partial, so the mix of outcomes need not match the whole.

How did CCN(CC)C(=O)CN(c1ccc(Cl)cc1)S(=O)(=O)c1ccccc1 do in these assays?
IMPase inh: 7; PNC assembly inh: 8; ALOX15B inhib: 2%; 12-hLO inh: -2%

Results for c1ccc(OCc2nn3c(-c4n[nH]c5c4CCC5)nnc3s2)cc1 ?
IMPase inh: 13; PNC assembly inh: -2; ALOX15B inhib: -2%; 12-hLO inh: -2%

How did O=c1cc(-c2ccccc2)nc(SCc2ccccc2)[nH]1 do in these assays?
IMPase inh: 4; PNC assembly inh: inconclusive; ALOX15B inhib: -6%; 12-hLO inh: 4%

How did CSc1c(SCc2ccccc2)cnn(Cc2ccccc2)c1=O do in these assays?
PNC assembly inh: -14; 12-hLO inh: -9%

What do the screens show for `c1ccc(Cn2nnnc2C(c2cccnc2)N2CCN(c3ccccc3)CC2)cc1` (configuration not stated)?
IMPase inh: -3; PNC assembly inh: -20; ALOX15B inhib: 18%; 12-hLO inh: -2%

How did Cc1cc(N/C=C\c2nnnn2-c2ccc(F)cc2)no1 do in these assays?
PNC assembly inh: inconclusive; 12-hLO inh: -2%

How did O=C(Nc1ccc(Cc2ccncc2)cc1)C1CCC(N2C(=O)C3C4C=CC(C5CC45)C3C2=O)CC1 (configuration not stated) do in these assays?
IMPase inh: 18; PNC assembly inh: -16; ALOX15B inhib: 30%; 12-hLO inh: 4%

How did O=C(Nc1nnc(C(F)(F)F)s1)C1COc2ccccc2O1 (configuration not stated) do in these assays?
IMPase inh: 0; PNC assembly inh: inconclusive; ALOX15B inhib: 4%; 12-hLO inh: 3%

How did Cc1cc(C)nc(N2CCCC(C(=O)NCCc3ccccc3F)C2)n1 (configuration not stated) do in these assays?
IMPase inh: 8; PNC assembly inh: -2; ALOX15B inhib: -3%; 12-hLO inh: 3%

What do the screens show for `COC(=O)c1cn(C(C)C(=O)NCc2ccco2)c2ccccc12` (configuration not stated)?
IMPase inh: 18; PNC assembly inh: inconclusive; ALOX15B inhib: -3%; 12-hLO inh: 6%

What do the screens show for `COC(=O)c1c(C)cc(OC)cc1O`?
ALOX15B inhib: 5%; 12-hLO inh: -3%

What do the screens show for `Cc1cc(=O)[nH]c(SCCCOc2ccc3c(c2)CCC3)n1`?
IMPase inh: 4; PNC assembly inh: 9; ALOX15B inhib: -1%; 12-hLO inh: 3%

How did Cc1ccc(OCCOCCn2ccnc2)c(Br)c1 do in these assays?
IMPase inh: 4; PNC assembly inh: 40; ALOX15B inhib: 31%[activator]; 12-hLO inh: -10%

How did O=c1oc2cc(Oc3ccc(C(F)(F)F)cc3[N+](=O)[O-])ccc2c2c1CCC2 do in these assays?
IMPase inh: -5; PNC assembly inh: 25; 12-hLO inh: 1%

How did CCc1ccc(C2=NN(CCC(=O)NC3CC3)C(=O)CC2)cc1 do in these assays?
IMPase inh: -1; PNC assembly inh: -2; 12-hLO inh: 1%

What do the screens show for `CN(C)c1ccc(-c2nn3c(-c4cccnc4)nnc3s2)cc1`?
IMPase inh: 4; PNC assembly inh: inconclusive; ALOX15B inhib: -4%; 12-hLO inh: 4%

How did Cc1cc(C)c2nc(N3CCC(C(=O)N4CCN(c5ncccn5)CC4)CC3)sc2c1 do in these assays?
IMPase inh: -1; PNC assembly inh: 13; ALOX15B inhib: 6%; 12-hLO inh: -3%

How did Cc1noc(C)c1COc1ccc(C(=O)OCC(=O)NCc2ccccc2Cl)cc1 do in these assays?
PNC assembly inh: 33; 12-hLO inh: -2%

What do the screens show for `Cn1c(Cc2cccc3ccccc23)nnc1SCC(=O)N1CCN(c2ccccc2)CC1`?
IMPase inh: -4; PNC assembly inh: 39; ALOX15B inhib: -10%; 12-hLO inh: 5%

Results for COc1ccc(NC(=O)c2ccc(S(=O)(=O)N3CCOCC3)cc2)c(OC)c1 ?
IMPase inh: -5; PNC assembly inh: inconclusive; ALOX15B inhib: 2%; 12-hLO inh: 3%

What do the screens show for `CCOC(=O)c1nnc2c(Br)c(-c3ccccc3)nn2c1C`?
IMPase inh: 2; PNC assembly inh: -26; 12-hLO inh: 0%

Results for O=S(=O)(c1ccc(F)cc1)N1CN(Cc2ccco2)c2nc3ccccc3nc21 ?
IMPase inh: 1; PNC assembly inh: -14; ALOX15B inhib: -11%; 12-hLO inh: -12%

How did O=C(CSc1ncnc2ccccc12)Nc1ccc(N2CCOCC2)cc1 do in these assays?
IMPase inh: -10; PNC assembly inh: inconclusive; ALOX15B inhib: -22%; 12-hLO inh: -1%

Results for COc1cc(/C=N/Nc2nc(C)cc(C)n2)ccc1OC(=O)c1ccco1 ?
PNC assembly inh: 53; 12-hLO inh: -2%

What do the screens show for `Cn1c(=O)c(-c2cc(F)cc(F)c2)nc2cnc(Oc3cccc(Cl)c3)nc21`?
ALOX15B inhib: -6%; 12-hLO inh: -6%

What do the screens show for `COc1ccccc1NC(=S)Nc1cccc2cnccc12`?
IMPase inh: 0; PNC assembly inh: 18; 12-hLO inh: 0%

Results for CSc1ccccc1NC(=O)CSc1nnnn1-c1ccccc1SC ?
IMPase inh: inconclusive; PNC assembly inh: inconclusive; ALOX15B inhib: -9%; 12-hLO inh: -6%

Results for O=C(Nc1ccccc1C(=O)NCc1ccco1)c1ccco1 ?
IMPase inh: 6; PNC assembly inh: 25; ALOX15B inhib: 0%; 12-hLO inh: 2%

What do the screens show for `CC1CCN(S(=O)(=O)c2ccc3c(c2)c(=O)c(C(=O)NCc2ccco2)cn3C)CC1`?
PNC assembly inh: inconclusive; 12-hLO inh: -2%

How did CCc1cccc(C)c1NC(=O)C1=C(C(=O)O)CCCC1 do in these assays?
IMPase inh: -6; PNC assembly inh: 19; ALOX15B inhib: 0%; 12-hLO inh: -3%

How did CCOc1ccc(C(=O)Nc2cc(-c3nc4ccccc4[nH]3)ccc2Cl)cc1[N+](=O)[O-] do in these assays?
PNC assembly inh: 43; 12-hLO inh: 2%

Results for CCOC(=O)N1CCN(C(=O)CSc2nnc(-c3cccs3)o2)CC1 ?
IMPase inh: 5; PNC assembly inh: 31; ALOX15B inhib: 4%; 12-hLO inh: 0%

What do the screens show for `Cc1c(/C=C/C(=O)c2ccc(Cl)s2)cnn1C`?
IMPase inh: inconclusive; PNC assembly inh: 11; 12-hLO inh: 1%

How did Cc1ccc2nc3c(cc2c1)c(NC(=O)c1cccnc1)nn3C do in these assays?
IMPase inh: 21; PNC assembly inh: -2; ALOX15B inhib: -5%; 12-hLO inh: -9%

How did CCOC(=O)/C(C(=O)Nc1ccccc1Cl)=C1/NC(C)(C)Cc2ccccc21 do in these assays?
IMPase inh: -6; PNC assembly inh: 20; ALOX15B inhib: 10%; 12-hLO inh: -5%

How did O=C(Nc1cccc2ccccc12)/C(=C\c1cccc([N+](=O)[O-])c1)NC(=O)c1cccs1 do in these assays?
PNC assembly inh: -14; 12-hLO inh: -1%

Retrieved by compound from the list above (3):
What do the screens show for `CN(C)c1ccc(-c2nn3c(-c4cccnc4)nnc3s2)cc1`?
IMPase inh: 4; PNC assembly inh: inconclusive; ALOX15B inhib: -4%; 12-hLO inh: 4%

How did CCc1ccc(C2=NN(CCC(=O)NC3CC3)C(=O)CC2)cc1 do in these assays?
IMPase inh: -1; PNC assembly inh: -2; 12-hLO inh: 1%

Results for COc1ccc(NC(=O)c2ccc(S(=O)(=O)N3CCOCC3)cc2)c(OC)c1 ?
IMPase inh: -5; PNC assembly inh: inconclusive; ALOX15B inhib: 2%; 12-hLO inh: 3%

Going on with the list.
How did C(=N\N1CCN(Cc2cccc3ccccc23)CC1)/c1cccnc1 do in these assays?
IMPase inh: -2; PNC assembly inh: 21; ALOX15B inhib: 66%[activator]; 12-hLO inh: -5%

Results for CC1CCC/C(=N\NC(=S)NCc2ccccc2)C1 (configuration not stated) ?
IMPase inh: -1; PNC assembly inh: 9; ALOX15B inhib: inconclusive; 12-hLO inh: -25%

What do the screens show for `CCOC(=O)c1c(C)nc2c(C)cccn12`?
IMPase inh: 1; PNC assembly inh: 5; ALOX15B inhib: 1%; 12-hLO inh: 5%

What do the screens show for `COC(=O)C/C(C)=N/Nc1ccc(S(=O)(=O)N2CCCC2)cc1[N+](=O)[O-]`?
IMPase inh: -3; PNC assembly inh: 12; 12-hLO inh: -2%

What do the screens show for `O=[N+]([O-])c1ccc(CSc2ncnc3c2ncn3[C@@H]2O[C@@H](CO)[C@@H](O)[C@H]2O)cc1`?
IMPase inh: 3; ALOX15B inhib: -6%; 12-hLO inh: -5%

Results for O=C(Cn1c(=O)n(-c2cccc(Cl)c2)c(=O)n1CC(=O)N1CCCCC1)N1CCCCC1 ?
IMPase inh: 0; PNC assembly inh: -25; ALOX15B inhib: -6%; 12-hLO inh: -1%

Results for CCNC(=O)c1c(NC(C)=O)sc2c1CCCC2 ?
IMPase inh: -3; PNC assembly inh: -7; ALOX15B inhib: -4%; 12-hLO inh: -3%

What do the screens show for `Cc1cc(-c2ccccc2)nc(N2CCC(C(=O)NC(C)C)CC2)n1`?
IMPase inh: 1; PNC assembly inh: -100*; ALOX15B inhib: -13%; 12-hLO inh: -6%

What do the screens show for `CCCOc1ccc(C(=O)NC(C)C(=O)O)cc1` (configuration not stated)?
IMPase inh: 1; PNC assembly inh: -106*; ALOX15B inhib: -7%; 12-hLO inh: -10%

How did Cc1nc2ccc(S(=O)(=O)NCC(=O)N3CCN(c4ccccc4)CC3)cc2s1 do in these assays?
IMPase inh: 6; PNC assembly inh: 18; ALOX15B inhib: -3%; 12-hLO inh: -5%

How did CCN(CC)C(=O)CSc1nc(-c2ccco2)cc(C(F)(F)F)c1C#N do in these assays?
IMPase inh: inconclusive; PNC assembly inh: inconclusive; 12-hLO inh: -2%

How did Cc1ccc(S(=O)(=O)CCC(=O)NCCN2C(=O)S/C(=C\c3ccccc3)C2=O)cc1 do in these assays?
IMPase inh: -2; PNC assembly inh: 17; 12-hLO inh: 1%

What do the screens show for `O=C(O)CCCC(=O)Nc1ccn(-c2ccccc2)n1`?
IMPase inh: -1; PNC assembly inh: -12; ALOX15B inhib: -4%; 12-hLO inh: -1%

How did CCCCCCn1c(-c2ccco2)nc2oc3cc(OC)ccc3c(=O)c2c1=O do in these assays?
IMPase inh: -11; PNC assembly inh: inconclusive; ALOX15B inhib: inconclusive; 12-hLO inh: inconclusive

What do the screens show for `COc1ccccc1-n1c(SC)nc(O)cc1=O`?
IMPase inh: 0; PNC assembly inh: -20; ALOX15B inhib: -1%; 12-hLO inh: 4%

How did CC(C)(C)C1CCc2c(C(=O)NNC(=O)/C=C/C(=O)O)csc2C1 (configuration not stated) do in these assays?
PNC assembly inh: 45; 12-hLO inh: 11%

What do the screens show for `CC(C)n1nnnc1SCC(=O)N1CCOCC1`?
IMPase inh: -15; PNC assembly inh: -8; ALOX15B inhib: -3%; 12-hLO inh: -5%

How did Cn1cnnc1SCC(=O)Nc1cccc(S(=O)(=O)N2CCCCCC2)c1 do in these assays?
IMPase inh: 9; PNC assembly inh: -6; 12-hLO inh: -5%

What do the screens show for `Fc1ccc(-c2nc3ccncc3[nH]2)cc1`?
IMPase inh: -1; PNC assembly inh: 35; ALOX15B inhib: -4%; 12-hLO inh: -7%

What do the screens show for `COc1ccc2c(c1)C1(Nc3ccccc3C(=O)N1c1ccccc1)C(=O)N2` (configuration not stated)?
IMPase inh: 13; PNC assembly inh: 15; ALOX15B inhib: -9%; 12-hLO inh: -3%

How did O=C(CN1CCOCC1)Nc1nc(-c2ccc3c(c2)CCN3S(=O)(=O)c2ccccc2)cs1 do in these assays?
IMPase inh: -1; PNC assembly inh: 10; ALOX15B inhib: 11%; 12-hLO inh: -1%
